Compound activity as filed in PubChem BioAssay.
Tat export inh = E. coli Tat transport inhibition; E. coli MC4100 TorA-mCherry Tat export, fluorescence; inhibition, % at 10 µM; 340,000 compounds, 0.036% hits;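 active = mean replicate inhibition at least 50% and at least half of replicates individually reaching 50%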;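 note: exported cargo escapes ClpAP degradation while cytoplasmic cargo is degraded and loses fluorescence; 0% = median of neutral control wells and 100% = median of NaSCN control wells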
PKA-R2B activ = activators of human PKA-R2B complex; P22694+P31323; PKA-R2B holoenzyme dissociation, Cy5-IP20 fluorescence polarization; R2B truncated from residue 108, S112A mutant; 0% DMSO only, 100% 113 µM cGMP; activation, % at 11.4 µM; 340,000 compounds, 0.079% hits; AID 504700;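 active = activation above a cutoff set at the mean over all compounds plus 3 SD, cut at about 18% in these data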;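 note: higher means more holoenzyme dissociation and a rise in polarization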
Target sequence (P31323 whole entry, looked up, other chains not shown, the tested form may be a part): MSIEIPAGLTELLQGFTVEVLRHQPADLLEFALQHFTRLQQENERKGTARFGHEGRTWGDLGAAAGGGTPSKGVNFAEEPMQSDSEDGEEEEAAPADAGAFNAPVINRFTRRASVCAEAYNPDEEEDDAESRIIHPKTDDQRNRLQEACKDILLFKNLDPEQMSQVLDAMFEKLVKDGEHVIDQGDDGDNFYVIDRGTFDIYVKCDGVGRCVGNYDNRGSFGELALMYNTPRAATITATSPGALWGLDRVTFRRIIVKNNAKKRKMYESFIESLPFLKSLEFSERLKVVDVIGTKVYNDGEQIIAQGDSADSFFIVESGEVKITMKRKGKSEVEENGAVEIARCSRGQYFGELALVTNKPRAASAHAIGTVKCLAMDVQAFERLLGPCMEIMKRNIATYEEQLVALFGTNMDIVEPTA
DAGLB inh = blocks human DAGLB lipase activity. Q8NCG7. HEK293T DAGLB membrane lysate, EnzChek fluorogenic substrate. inhibition, % at 5.17 µM. 340,000 compounds, 0.059% hits. AID 504411; in the data active = inhibition above about 34%;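 note: 0% = enzyme with vehicle and 100% = wells lacking enzyme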
Ecoli viability = reduces bacterial viability in AddAB counter-screen; E. coli V3065 growth, OD600 absorbance, 18 h; inhibition, % at 11.9 µM; 330,000 compounds, 0.27% hits; AID 449728;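 active = inhibition above the campaign's mean inhibition across all tested compounds plus 3 SD, cut at about 9.9% in these data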;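 note: uninfected addAB+ strain grown without phage in ampicillin broth; 0% = DMSO wells and 100% = ciprofloxacin 0.95 µg/ml wells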
PKA-R1A act = activates the PKA-R1A holoenzyme complex. P00514+P68181. AID 504707. activation, % at 11.4 µM. 340,000 compounds, 0.083% hits. PKA-R1A dissociation, Cy5-IP20 fluorescence polarization; scaled: DMSO 0%, 113 µM cGMP 100%;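 active = percent activation above the mean of all tested compounds plus 3 SD, cut at about 19% in these data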;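 note: higher means more PKAc released from R1A so a rise in polarization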
HTR5A inv ag = inverse agonist of human HTR5A in OPRM1-OPRD1 counter-screen. 340,000 compounds, 0.083% hits. P47898. inhibition, % at 9.3 µM. HTR5A cell line, luminescence, inverse agonism; in the data active = inhibition mostly above about 23%, no sharp cut-off; inactive = mostly below about 18%;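 note: 0% = cells with DMSO and 100% = no-cell wells with DMSO; some compounds called inactive have numbers as strong as hits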
CDK5 p35 inh = inhibitors of human CDK5/p35 kinase; inhibition, % at 10 µM; 330,000 compounds, 0.01% hits; Recombinant CDK5/p35, ADP-Glo luminescence, 60 min; AID 488839; Q00535+Q15078;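 active = highest replicate inhibition of at least 50% and at least 75% of replicates reaching 50%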;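 note: plate controls were DMSO neutral control for no effect and GW8510 at 10 µM for full effect; many of its hits are not listed in these tables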
Target sequence (Q00535 whole entry, looked up): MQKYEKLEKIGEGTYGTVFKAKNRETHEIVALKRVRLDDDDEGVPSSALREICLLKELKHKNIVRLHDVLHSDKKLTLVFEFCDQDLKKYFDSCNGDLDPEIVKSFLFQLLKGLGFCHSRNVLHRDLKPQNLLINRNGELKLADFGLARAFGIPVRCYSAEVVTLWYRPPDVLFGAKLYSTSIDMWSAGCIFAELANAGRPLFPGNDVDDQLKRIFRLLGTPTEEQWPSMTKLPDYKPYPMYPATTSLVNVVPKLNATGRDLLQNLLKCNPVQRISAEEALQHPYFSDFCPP
Target sequence (Q15078 whole entry, looked up): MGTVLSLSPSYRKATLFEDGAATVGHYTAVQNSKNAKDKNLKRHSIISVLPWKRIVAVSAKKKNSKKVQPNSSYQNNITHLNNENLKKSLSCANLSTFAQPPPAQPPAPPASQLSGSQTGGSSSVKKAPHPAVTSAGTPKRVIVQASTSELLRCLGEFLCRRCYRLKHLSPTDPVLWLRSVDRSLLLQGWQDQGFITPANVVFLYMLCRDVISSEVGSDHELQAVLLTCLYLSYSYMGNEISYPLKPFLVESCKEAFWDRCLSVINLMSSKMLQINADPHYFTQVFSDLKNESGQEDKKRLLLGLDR
Mot1-301 SUMO = inhibitors of SUMOylation pathway: yeast Mot1-301 growth rescue; S. cerevisiae Mot1-301 growth rescue, ATP luminescence, 38.5C; percent above DMSO median, 100 means doubled; growth rescue, % at 18.8 µM; 320,000 compounds, 1% hits; AID 2716;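 active = every valid replicate shows activation above 250% relative to neutral control wells; inactive = the rest, any valid replicate at or below 250%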;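 note: OY570 slx delta 5 strain wells were the positive control but not used for scaling; some compounds called inactive have numbers as strong as hits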
AddAB inh = less growth of phage-infected E. coli with AddAB; inhibition, % at 11.9 µM; E. coli expressing H. pylori AddAB, absorbance growth; 330,000 compounds, 0.29% hits; AID 435030; in the data active = inhibition above about 12%;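 note: 0% = vehicle wells of infected cells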
phage Ecoli inh = E. coli growth loss with phage present; growth absorbance; inhibition, % at 11.9 µM; 360,000 compounds, 0.26% hits; AID 651602; in the data active = inhibition above about 11%
HTR5A ag ctr = counter-screen for OPRM1-OPRD1 agonists: human HTR5A agonism; HTR5A agonist assay, luminescence, cell-based; P47898; activation, % at 9.3 µM; 340,000 compounds, 0.61% hits; in the data active = activation mostly above about 9.5%, no sharp cut-off; inactive = mostly below about 7.6%;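 note: 0% = cells with vehicle only and 100% = reference agonist; strong numbers were not always called active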
* = called active by the depositor.

Screening CCOC(=O)N1CCN(Cc2nc3c(c(=O)n(C)c(=O)n3C)n2Cc2ccccc2)CC1 returned Tat export inh 2.5, PKA-R2B activ -5.2, DAGLB inh -2.1, Ecoli viability 1.3, PKA-R1A act -9.6, HTR5A inv ag -17.9, CDK5 p35 inh 0.1, Mot1-301 SUMO -5.3, AddAB inh 2.2, phage Ecoli inh 3.2 and HTR5A ag ctr 3.2.
For CCOC(=O)Cn1cnc2c(nnn2-c2ccc(F)cc2)c1=O the results were Tat export inh 2.8, PKA-R2B activ -7.7, DAGLB inh -1.6, Ecoli viability -3.5, PKA-R1A act -4.0, HTR5A inv ag -19.9, CDK5 p35 inh 0.2, Mot1-301 SUMO -3.3, AddAB inh -3.3, phage Ecoli inh 0.9 and HTR5A ag ctr -3.6.
For COC(=O)c1cccc(NC(=O)Cc2coc3cc(OC)ccc23)c1 the results were Tat export inh -5.7, PKA-R2B activ -5.2, DAGLB inh -1.5, Ecoli viability 1.9, PKA-R1A act -11.5, HTR5A inv ag -1.9, CDK5 p35 inh -0.3, Mot1-301 SUMO 15.2, AddAB inh 2.1, phage Ecoli inh 2.8 and HTR5A ag ctr -6.7.
`COc1ccccc1NCC(O)Cn1c2ccccc2c2ccccc21` (stereo unspecified) gave Tat export inh 22.8, PKA-R2B activ -4.1, DAGLB inh -0.2, Ecoli viability 1.6, PKA-R1A act 5.1, HTR5A inv ag -17.4, CDK5 p35 inh 1.4, Mot1-301 SUMO -1.6, AddAB inh 2.8, phage Ecoli inh 2.0 and HTR5A ag ctr 1.4.
C=CCN(CC=C)CCOc1ccc(OC(C)C)cc1 was read as Tat export inh 3.1, PKA-R2B activ -1.2, DAGLB inh -1.0, Ecoli viability -0.2, PKA-R1A act -0.8, HTR5A inv ag -5.1, CDK5 p35 inh -0.4, Mot1-301 SUMO 204.3, AddAB inh 3.0, phage Ecoli inh 0.9 and HTR5A ag ctr 1.8.
`Cc1ccc(N2CCN(S(=O)(=O)N(C)C)CC2)cc1Cl` gave Tat export inh -7.9, PKA-R2B activ -2.3, DAGLB inh -6.6, Ecoli viability -0.2, PKA-R1A act -8.9, HTR5A inv ag -28.8, CDK5 p35 inh 0.2, Mot1-301 SUMO 17.1, AddAB inh 0.3, phage Ecoli inh 3.4 and HTR5A ag ctr 9.5.
For CNS(=O)(=O)c1ccc(C)c(S(=O)(=O)NC)c1 the results were Tat export inh -3.4, PKA-R2B activ -1.8, DAGLB inh -0.2, Ecoli viability -0.1, PKA-R1A act -7.6, HTR5A inv ag -4.5, CDK5 p35 inh -1.2, Mot1-301 SUMO -10.5, AddAB inh 3.2, phage Ecoli inh 2.7 and HTR5A ag ctr 0.1.
Cc1n[nH]c(C)c1S(=O)(=O)N(C)Cc1ccco1 was read as Tat export inh -10.2, PKA-R2B activ -4.0, DAGLB inh -2.5, Ecoli viability -0.5, PKA-R1A act -4.5, HTR5A inv ag 3.2, CDK5 p35 inh -0.1, Mot1-301 SUMO 95.1, AddAB inh 0.0, phage Ecoli inh 2.0 and HTR5A ag ctr -1.2.
Screening Cc1ccc(-c2cc(C(=O)N/N=C/c3cccnc3)n[nH]2)o1 returned Tat export inh -5.1, PKA-R2B activ -3.3, DAGLB inh 2.8, Ecoli viability 1.4, PKA-R1A act 2.1, HTR5A inv ag -2.2, CDK5 p35 inh -2.8, Mot1-301 SUMO -0.5, AddAB inh 5.4, phage Ecoli inh 3.6 and HTR5A ag ctr 0.2.
CC1CCCCC1NC(=O)CSc1nnc(CNC(=O)c2ccccc2)n1C (stereo unspecified) was read as Tat export inh -8.1, PKA-R2B activ -4.6, DAGLB inh -0.6, Ecoli viability 1.1, PKA-R1A act -5.4, HTR5A inv ag 6.3, CDK5 p35 inh 0.6, Mot1-301 SUMO -14.2, AddAB inh 0.7, phage Ecoli inh 2.9 and HTR5A ag ctr -2.5.
Screening Cc1ccc(CNC(=O)CCCc2c[nH]c3ccccc23)cc1 returned Tat export inh 4.0, PKA-R2B activ -5.0, DAGLB inh -5.2, Ecoli viability 0.9, PKA-R1A act -10.4, HTR5A inv ag 1.6, CDK5 p35 inh -0.3, Mot1-301 SUMO 0.5, AddAB inh 2.2, phage Ecoli inh 2.0 and HTR5A ag ctr -0.6.
`O=C(NCCc1ccccc1)c1cc2ccccc2oc1=O` gave Tat export inh -7.3, PKA-R2B activ 1.2, DAGLB inh -1.5, Ecoli viability 2.6, PKA-R1A act 2.8, HTR5A inv ag -13.2, CDK5 p35 inh 1.0, Mot1-301 SUMO 17.8, AddAB inh 1.9, phage Ecoli inh -1.3 and HTR5A ag ctr 3.6.
Screening CCOC(=O)N1CCN(c2cc(=O)n(-c3ccc(OCC)cc3)c(=O)[nH]2)CC1 returned Tat export inh 6.1, PKA-R2B activ 0.4, DAGLB inh -1.1, Ecoli viability -2.5, PKA-R1A act 1.4, HTR5A inv ag -16.1, CDK5 p35 inh -0.5, Mot1-301 SUMO 2.4, AddAB inh -2.0, phage Ecoli inh 1.8 and HTR5A ag ctr 2.2.
Screening CCOc1cccc(SCc2noc(C(=O)NCC3CCCO3)c2C(=O)O)c1 (stereo unspecified) returned Tat export inh 0.9, PKA-R2B activ -1.7, DAGLB inh 2.8, Ecoli viability 0.3, PKA-R1A act 0.5, HTR5A inv ag 3.2, CDK5 p35 inh -1.1, Mot1-301 SUMO 35.2, AddAB inh 1.5, phage Ecoli inh 0.2 and HTR5A ag ctr 5.5.
`Cc1c(C(=O)N2CCC(C)CC2)oc2ccc(S(=O)(=O)N3CCC4(CC3)OCCO4)cc12` gave Tat export inh 3.0, PKA-R2B activ -4.8, DAGLB inh -7.6, Ecoli viability -1.1, PKA-R1A act 2.2, HTR5A inv ag -11.1, CDK5 p35 inh -3.3, Mot1-301 SUMO 104.6, AddAB inh -1.9, phage Ecoli inh -0.3 and HTR5A ag ctr -6.0.
O=C(O)C1C2C=CC(O2)C1C(=O)NCc1ccc2c(c1)OCO2 (stereo unspecified) was read as Tat export inh -3.4, PKA-R2B activ 1.5, DAGLB inh 2.2, Ecoli viability -2.3, PKA-R1A act -4.1, HTR5A inv ag -7.0, CDK5 p35 inh -2.3, Mot1-301 SUMO -8.1, AddAB inh 0.2, phage Ecoli inh 0.2 and HTR5A ag ctr 2.7.
COc1cccc2c1O/C(=N\O)C(C(=O)Nc1ccc(C)cc1)C2 (stereo unspecified) was read as Tat export inh 0.0, PKA-R2B activ 8.5, DAGLB inh -6.5, Ecoli viability 3.4, PKA-R1A act 6.3, HTR5A inv ag -2.0, CDK5 p35 inh 0.6, Mot1-301 SUMO -18.3, AddAB inh 3.8, phage Ecoli inh 4.8 and HTR5A ag ctr 0.6.
CC1CCCN(C(=O)c2ccc3ncsc3c2)C1 (stereo unspecified) was read as Tat export inh 3.1, PKA-R2B activ -7.1, DAGLB inh -0.1, PKA-R1A act -1.7, HTR5A inv ag 5.2, CDK5 p35 inh -0.6, phage Ecoli inh 0.5 and HTR5A ag ctr 0.4.
Cc1c(C#N)c2ccccc2n1CCOc1ccccc1F was read as Tat export inh -8.8, PKA-R2B activ -11.6, DAGLB inh -2.6, Ecoli viability -0.3, PKA-R1A act -10.5, HTR5A inv ag -14.1, CDK5 p35 inh -0.8, Mot1-301 SUMO 1.0, AddAB inh 0.1, phage Ecoli inh 1.3 and HTR5A ag ctr 5.4.
`Cc1ccc(C2=NN(CCC(=O)NC3CCCC3)C(=O)CC2)cc1` gave Tat export inh 8.1, PKA-R2B activ 0.5, DAGLB inh -1.0, Ecoli viability 0.2, PKA-R1A act 3.4, HTR5A inv ag -0.2, CDK5 p35 inh 2.1, Mot1-301 SUMO -3.8, AddAB inh 2.0, phage Ecoli inh 2.2 and HTR5A ag ctr -4.4.
COc1ccc(NC(=O)N2CCCC(c3ccccc3)C2)cc1 (stereo unspecified) was read as Tat export inh 11.6, PKA-R2B activ -6.4, DAGLB inh -3.9, PKA-R1A act -4.8, HTR5A inv ag -16.4, CDK5 p35 inh 1.4, Mot1-301 SUMO 386.4, phage Ecoli inh 3.8 and HTR5A ag ctr 4.2.
Screening CCOc1cc2c(cc1/C=C/c1noc(C)c1[N+](=O)[O-])OC(C)C2 (stereo unspecified) returned Tat export inh -4.7, PKA-R2B activ -8.7, DAGLB inh -2.3, Ecoli viability -1.3, PKA-R1A act -10.7, HTR5A inv ag -2.5, CDK5 p35 inh 1.0, Mot1-301 SUMO -4.2, AddAB inh 1.0, phage Ecoli inh -0.5 and HTR5A ag ctr 1.0.
`COc1cc(S(=O)(=O)N2CCOCC2)cc(C(=O)c2nccn2C)c1OC` gave Tat export inh 1.3, PKA-R2B activ -7.3, DAGLB inh -1.3, Ecoli viability -1.3, PKA-R1A act -0.3, HTR5A inv ag 16.2, CDK5 p35 inh 2.3, Mot1-301 SUMO -8.1, AddAB inh 0.2, phage Ecoli inh 0.8 and HTR5A ag ctr -0.6.
`CCCc1ccc(OCC(=O)NNC(=O)c2cccnc2)cc1` gave Tat export inh 3.2, PKA-R2B activ -16.8, DAGLB inh 3.3, Ecoli viability 0.0, PKA-R1A act 0.0, HTR5A inv ag 17.3, CDK5 p35 inh 0.1, Mot1-301 SUMO 58.7, AddAB inh 1.2, phage Ecoli inh 4.4 and HTR5A ag ctr 1.6.
CCOC(=O)N1CCN(C(=O)CCCn2nnnc2CN2CCC(C)CC2)CC1 was read as Tat export inh 12.3, PKA-R2B activ -4.5, DAGLB inh 0.7, Ecoli viability 0.2, PKA-R1A act 7.5, HTR5A inv ag -2.0, CDK5 p35 inh -3.4, Mot1-301 SUMO 11.0, AddAB inh 4.8, phage Ecoli inh 0.6 and HTR5A ag ctr -0.1.
For CCn1c(-c2c[nH]c3ccccc23)n[nH]c1=S the results were Tat export inh -3.2, PKA-R2B activ 0.8, DAGLB inh -1.4, Ecoli viability 0.4, PKA-R1A act -2.8, HTR5A inv ag -9.1, CDK5 p35 inh 0.8, Mot1-301 SUMO -0.7, AddAB inh 3.0, phage Ecoli inh 0.9 and HTR5A ag ctr 3.5.
`O=C(O)Cc1ccc(S(=O)(=O)N2CCCC2)s1` gave Tat export inh 6.3, PKA-R2B activ -3.0, DAGLB inh -1.1, Ecoli viability 0.0, PKA-R1A act -6.7, HTR5A inv ag 19.1, CDK5 p35 inh -0.6, Mot1-301 SUMO -7.6, AddAB inh -1.5, phage Ecoli inh 2.4 and HTR5A ag ctr -4.9.
Screening Cc1ccc(C)c(C2=NNC(=NCc3ccccc3)SC2)c1 returned Tat export inh 0.1, PKA-R2B activ -2.5, DAGLB inh 5.8, PKA-R1A act -12.4, HTR5A inv ag -5.8, CDK5 p35 inh -0.4, phage Ecoli inh -1.2 and HTR5A ag ctr 2.1.

This is a random part of the collection, and some 2.3% of all compounds hit somewhere here.
